Source: PubChem (The Scripps Research Institute Molecular Screening Center)
LYPLA1 counter: LYPLA1 inhibitors, primary screen, counter-screen for PME1 inhibitor project, biochemical, fluorescence polarization, FP-Rh probe ABPP; recombinant LYPLA1; inhibition, % at 5.9 µM; actives 0.16% (n = 320,000); AID 2174, 2009;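 active = inhibition above the mean of all tested compounds plus 3 SD, set per campaign, cut at about 14% in these data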;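 note: inhibitors block serine hydrolase probe labeling of LYPLA1 so polarization falls; 0% = enzyme with DMSO and 100% = wells lacking LYPLA1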
PAFAH1B2 inh: PAFAH1B2 enzyme inhibitors, primary screen, biochemical, fluorescence polarization, human; Platelet-activating factor acetylhydrolase IB subunit alpha2 (Homo sapiens), P68402; recombinant PAFAH1B2, FP-rhodamine activity probe; inhibition, % at 3.39 µM; actives 1.2% (n = 340,000);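 active = inhibition above the mean of all tested compounds plus 3 SD, cut at about 24% in these data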;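 note: 0% = enzyme with DMSO and 100% = wells lacking PAFAH1B2; many of its hits are not listed in these tables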
PAD4 inh: human PAD4 inhibitors, primary screen, biochemical, fluorescence polarization, 1536-well format. recombinant PAD4, RCA probe fluorescence polarization. AID 485272, 2010. inhibition, % at 6.36 µM. actives 0.41% (n = 330,000);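 active = percent inhibition above a cutoff equal to the mean of all tested compounds plus 3 SD, cut at about 15% in these data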;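 note: 0% = PAD4 with RCA probe and DMSO and 100% = probe without PAD4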
PME-1 primary: PME-1 inhibitors via competitive probe labeling, primary screen, biochemical, fluorescence polarization, FP-Rh probe, HTS | recombinant PME-1 | inhibition, % at 5.9 µM | actives 0.53% (n = 320,000);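 active = inhibition above the campaign mean of all compounds plus 3 SD, cut at about 26% in these data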;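 note: competitive labeling of PME-1 active site by serine hydrolase directed probe; 0% = PME-1 with DMSO and 100% = wells lacking PME-1 enzyme; inhibitors block probe labeling so polarization falls and inhibition rises; many of its hits are not listed in these tables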
GSTO1 inh: inhibitors of recombinant GSTO1, primary screen, counter-screen for RBBP9 inhibitor project, biochemical, fluorescence polarization | inhibition, % at 5.96 µM | actives 1.1% (n = 300,000) | activity-based probe fluorescence polarization;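 active = inhibition above the campaign mean inhibition plus 3 SD, cut at about 35% in these data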;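 note: 0% = GSTO1-1 with DMSO and 100% = wells lacking GSTO1-1 enzyme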
pPAFAH inh: pPAFAH enzyme inhibitors, primary screen, biochemical, fluorescence polarization, human. Platelet-activating factor acetylhydrolase (Homo sapiens), Q13093. recombinant pPAFAH, FP-rhodamine probe fluorescence polarization. AID 463082, 2010. inhibition, % at 3.39 µM. actives 1.5% (n = 330,000);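 active = inhibition above the mean inhibition across the screen plus 3 SD, cut at about 25% in these data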;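 note: inhibitors block binding of the rhodamine activity-based probe so polarization drops; 0% = enzyme with DMSO and 100% = wells lacking pPAFAH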
LYPLA2 inh: LYPLA2 inhibitors, primary screen, counter-screen for PME1 inhibitor project, biochemical, fluorescence polarization, FP-Rh probe ABPP | Acyl-protein thioesterase 2 (Homo sapiens), O95372 | recombinant LYPLA2 | inhibition, % at 5.9 µM | actives 0.38% (n = 320,000);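 active = inhibition above the screen-wide mean plus 3 SD, limit set per campaign, cut at about 26% in these data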;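 note: 0% = LYPLA2 with DMSO and 100% = wells lacking LYPLA2 enzyme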
Target sequence (O95372 whole entry, looked up): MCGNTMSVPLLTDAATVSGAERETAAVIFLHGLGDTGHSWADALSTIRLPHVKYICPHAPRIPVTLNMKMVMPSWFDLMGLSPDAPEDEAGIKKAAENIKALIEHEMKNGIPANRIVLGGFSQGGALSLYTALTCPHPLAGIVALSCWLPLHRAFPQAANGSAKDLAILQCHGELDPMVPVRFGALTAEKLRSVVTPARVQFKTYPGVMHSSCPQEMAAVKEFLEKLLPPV
PAFAH1B3 FP inh: PAFAH1B3 enzyme inhibitors, primary screen, biochemical, fluorescence polarization, human; Platelet-activating factor acetylhydrolase IB subunit alpha1 (Homo sapiens), Q15102; recombinant PAFAH1B3, FP-rhodamine probe; inhibition, % at 3.39 µM; actives 0.28% (n = 340,000); AID 492972, 2010;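 active = inhibition above the screen-wide average of all tested compounds plus 3 SD, cut at about 25% in these data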;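 note: 0% = enzyme with DMSO only and 100% = wells lacking PAFAH1B3 protein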
PREPL inhibitor: PREPL enzyme inhibitors, primary screen, biochemical, fluorescence polarization. recombinant PREPL, fluorescence polarization activity-based probe. inhibition, % at 5.96 µM. actives 0.68% (n = 320,000). AID 2751, 2010; in the data active = inhibition above about 43%;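 note: 0% = enzyme with DMSO and 100% = wells lacking enzyme; many of its hits are not listed in these tables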
Target sequence (Q4J6C6 whole entry, looked up): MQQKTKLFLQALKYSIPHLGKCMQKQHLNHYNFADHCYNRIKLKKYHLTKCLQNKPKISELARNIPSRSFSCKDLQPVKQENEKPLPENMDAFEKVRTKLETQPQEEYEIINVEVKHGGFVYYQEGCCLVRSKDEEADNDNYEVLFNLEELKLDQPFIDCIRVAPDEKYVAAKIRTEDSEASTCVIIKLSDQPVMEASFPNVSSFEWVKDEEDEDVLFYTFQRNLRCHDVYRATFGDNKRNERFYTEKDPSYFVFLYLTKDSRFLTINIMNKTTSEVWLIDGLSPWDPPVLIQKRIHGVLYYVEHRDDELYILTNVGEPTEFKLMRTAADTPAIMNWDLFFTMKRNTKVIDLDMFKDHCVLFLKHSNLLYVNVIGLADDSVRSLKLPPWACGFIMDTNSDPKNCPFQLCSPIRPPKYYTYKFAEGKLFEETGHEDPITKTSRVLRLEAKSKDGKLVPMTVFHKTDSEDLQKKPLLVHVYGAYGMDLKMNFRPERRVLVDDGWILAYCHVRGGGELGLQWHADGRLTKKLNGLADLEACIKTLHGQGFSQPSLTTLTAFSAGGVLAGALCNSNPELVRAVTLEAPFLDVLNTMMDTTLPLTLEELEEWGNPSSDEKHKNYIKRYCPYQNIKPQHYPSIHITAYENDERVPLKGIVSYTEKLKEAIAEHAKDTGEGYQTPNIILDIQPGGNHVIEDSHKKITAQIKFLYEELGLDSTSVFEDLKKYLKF
* hit, by the source's call; . = no result given; & = joins results of further samples.

SMILES | LYPLA1 counter | PAFAH1B2 inh | PAD4 inh | PME-1 primary | GSTO1 inh | pPAFAH inh | LYPLA2 inh | PAFAH1B3 FP inh | PREPL inhibitor
CC(C)C[C@H](NC(=O)C1CCN(S(=O)(=O)c2ccccc2)CC1)C(=O)NCc1cccnc1 | -5 | 6 | -4 | 2 | 2 | 0 | -1 | 7 | 2
CC(O)CNC(=S)Nc1ccccc1 (configuration not stated) | -2 | 0 | 8 | 2 | 1 | 0 | 2 | 1 | -11
CSC1=C(C#N)C(c2ccccc2Cl)C2=C(N1)c1ccccc1C2=O (configuration not stated) | 1 | -3 | -6 | 10 | 10 | 1 | 4 | 9 | -4
CC(C)C(C(=O)O)N1C(=O)/C(=C/c2cccn2C)SC1=S (configuration not stated) | 3 | -1 | -5 | 4 | -8 | 7 | -2 | -4 | -5
COc1cccc(C(=O)NC(=S)Nc2ccc3c4c(cccc24)CC3)c1 | -8 | -5 | -5 | -3 | -3 | 3 | -3 | 1 | 5
COc1ccc(NC(=O)NCc2cccn2C)c(OC)c1 | -3 | 0 | -4 | -1 | 9 | 1 | -4 | 7 | 13
Cc1cc(C)n(CCNC(=O)C2CCC(=O)N(CCc3cccc(F)c3)C2)n1 (configuration not stated) | 0 | -4 | -1 | -3 | 0 | 5 | -1 | 0 | 0
N#Cc1nc(COc2ccc(Br)cc2)oc1NCCN1CCOCC1 | -1 | 24 | -5 | -6 | 14 | 2 | 0 | 1 | 34
CCCCOC(=O)Cn1c(=N)n(CCN(CC)CC)c2ccccc21 | -2 | 0 | 0 | -3 | -4 | -7 | -4 | -7 | 28
CCn1c(SCC(=O)N/N=C(\C)c2ccncc2)nnc1-c1ccccc1 | 0 | -6 | 4 | 5 | 1 | 5 | 4 | 2 | 9
CN(c1ccccc1)S(=O)(=O)c1cccc(NC(=O)c2cc3ccccc3oc2=O)c1 | -1 | 3 | -2 | -10 | 14 | -5 | 8 | 13 | 2
Cn1c(C(=O)N2CCCc3ccccc32)cc2sccc21 | 0 | 0 | 1 | 1 | 5 | 6 | 2 | -3 | -9
COc1cccc(C(=O)NNC(=O)C(=O)N2CCCCC2)c1 | 0 | 5 | -5 | -2 | 6 | -4 | -3 | 11 | 13
O=C(Cn1cnc2ccccc21)NC(c1ccccc1)c1ccccc1 | -3 | 2 | -2 | 4 | -2 | 0 | 2 | 8 | -5
S=c1[nH]nc2c3c4c(sc3ncn12)CCCC4 | 0 | 9 | 4 | 1 | -9 | 9 | -1 | 0 | -2
CCOc1cc2[nH]c(=S)n(C3CCN(Cc4ccccc4)CC3)c(=O)c2cc1OCC | 0 | 2 | -2 | 1 | 3 | -1 | -5 | 3 | 7
COC(=O)CSc1nc2c(c(=O)[nH]c(=O)n2C)n1CCC(C)C | 5 | -1 | 0 | 2 | 8 | -6 | 9 | 2 | 12
Cc1csc(SCC(=O)Nc2ccc(F)cc2Cl)n1 | . | -1 | -2 | . | . | 2 | . | 13 | 19
O=C(OCC(=O)N1CCc2ccccc2C1)c1ccc(OC(F)F)cc1 | -2 | -3 | -2 | 5 | . | 7 | -2 | 6 | -4
Cc1cnc(C(=O)OC(C)C(=O)NCc2ccccc2)cn1 (configuration not stated) | 2 | 6 | -3 | -1 | -13 | 12 | 0 | 2 | 4
COc1ccc(N2CC(C(=O)N[C@H](C(=O)NC3CCCCC3)C(C)C)CC2=O)cc1 (some centres not stated) | 1 | 5 | -1 | -1 | -3 | 2 | -4 | 12 | 0
CN(CC(=O)Nc1ccccc1Br)C(=O)CCC1CCCC1 | -2 | 2 | -5 | 4 | -1 | 1 | -1 | -6 | 6
COc1ccc(-c2c(C)c3ccc(O)cc3oc2=O)cc1 | -2 | 6 | -5 | -5 | 22 | 4 | -3 | 12 | 0
O=C(Nc1ccccc1N1CCN(C(=O)c2ccc(Cl)cc2)CC1)c1cccnc1 | 0 | 6 | -1 | 4 | -1 | 8 | 6 | 11 | 12
CC(=O)c1ccccc1NC(=O)COC(=O)c1cc2ccccc2[nH]1 | -3 | -6 | -11 | -7 | . | -2 | -7 | 1 | 9
CC(C)(C)OC(=O)NCCc1nnc(SCC(N)=O)o1 | 1 | 1 | 1 | 0 | 0 | 6 | 0 | 0 | -2
CC(C)c1nnc(NC(=O)c2ccc3ccccc3c2)s1 | -3 | 6 | 0 | -4 | -4 | -3 | -5 | -7 | 5
CC1CCN(C(=O)COC(=O)c2cc(S(=O)(=O)N3CCOCC3)ccc2Cl)CC1 | 0 | -2 | 0 | -1 | -4 | 5 | 8 | 0 | -9
COCC(=O)N1CCC(Oc2ccc(C(=O)N(C)CCCC3CCCC3)cc2)CC1 | 4 | 4 | 0 | -5 | -3 | 6 | 0 | 3 | 4
COc1ccc(NC(=O)NC(C)c2ccc3c(c2)OCO3)cc1OC (configuration not stated) | 0 | 8 | 1 | 7 | 1 | 1 | 3 | 3 | 3
COC(=O)C1CCCN1C(=O)c1cccs1 (configuration not stated) | 0 | 5 | -6 | 0 | 4 | 1 | 2 | -2 | 7
COC(=O)c1cc(=O)n(Cc2cccs2)c(=Nc2ccccc2)s1 | -5 | 2 | -2 | -2 | 1 | 5 | -10 | 3 | 12
CC(C)(C)C(=O)OCc1nc(-c2ccc3c(c2)OCCO3)cs1 | 2 | 7 | -1 | 0 | -2 | 13 | 4 | 9 | 5
CCCCCCNC(=O)Cc1nc2nc(C)cc(C)n2n1 | -4 | 2 | 3 | 3 | -1 | 5 | 0 | 7 | -1
O=C(CC1C(=O)NCCN1Cc1cccc(F)c1)NCCCOc1cccnc1 (configuration not stated) | 2 | 1 | 1 | -4 | 3 | -1 | 0 | 8 | 7
C=C1N(C)c2cc([N+](=O)[O-])c(N)cc2C1(C)C | 2 | 0 | 2 | 12 | 36* | 6 | 1 | 11 | 85*
O=C(NCc1ccccc1)NC1(C(=O)N2CCCC2)CCCCC1 | 7 | -1 | 1 | 1 | 1 | -3 | 7 | 4 | 13
COc1ccc(-n2ncc3c2CC(C)(C)CC3NC(=O)c2ocnc2C)cc1 (configuration not stated) | 2 | 0 | 2 | 3 | 17 | -3 | 8 | 3 | 6
Cc1ccc(-n2ncc3c(NCCCN4CCCC4=O)ncnc32)c(C)c1 | 1 | 0 | -3 | -3 | 0 | 1 | -5 | 0 | -4
O=C(CCC(=O)Nc1ccc(Cl)cc1Cl)NNC(=O)[C@@H]1CCCC[C@@H]1C(=O)O | 1 | 0 | -4 | 4 | -5 | 7 | 0 | 2 | 9
CCOC(=O)C1=C(C)N(Cc2ccccc2)C(=O)NC1c1ccc(OC)cc1 (configuration not stated) | 3 | 0 | -1 | 6 | 1 | 3 | 4 | 5 | 8
O=c1c2nccnc2[nH]c(=S)n1Cc1ccccc1Cl | 2 | 1 | -1 | -6 | -14 | -4 | 4 | -7 | 4
COc1cc(OC)cc(C(=O)NCC(=O)OCC(=O)c2ccc3c(c2)-c2ccccc2C3)c1 | -16 | -9 | -4 | -6 | 2 | -9 | -28 | -8 | -14
CCCN(CC(=O)Nc1ccccc1C)C(=O)c1ccc(C2SCCS2)cc1 | -2 | 1 | -1 | -1 | 20 | 11 | -1 | -6 | -9
Cc1ccc(-c2noc(CCC(=O)NCc3ccco3)n2)cc1 | -3 | 1 | -1 | 0 | 13 | 2 | -11 | 9 | 11
Nc1nnc(CCc2ccccc2)s1 | 0 | 2 | -1 | -5 | -9 | 6 | 0 | 10 | -3
CCC(=O)OCC(=O)Nc1cc([N+](=O)[O-])ccc1Cl | 2 | 5 | 3 | -1 | -3 | 4 | 4 | 8 | 5
Cn1cccc1-c1cc(C(=O)N/N=C/c2cc(Br)ccc2O)[nH]n1 | -20 | 8 | 2 | 4 | -5 | 30* | -21 | 8 | 21
O=C1/C(=C/c2ccc([N+](=O)[O-])cc2)CCc2ccccc21 | 4 | . | 0 | -1 | 9 | 8 | 17 | . | 29
O=C(O)C1(P(=O)(c2ccc(Cl)cc2)c2ccc(Cl)cc2)CCCC1 | 2 | 4 | -1 | -2 | 0 | -7 | 1 | 6 | -2

Some of these compounds in order of molecular weight, high to low.
SMILES | LYPLA1 counter | PAFAH1B2 inh | PAD4 inh | PME-1 primary | GSTO1 inh | pPAFAH inh | LYPLA2 inh | PAFAH1B3 FP inh | PREPL inhibitor
CCOC(=O)C1=C(C)N(Cc2ccccc2)C(=O)NC1c1ccc(OC)cc1 (configuration not stated) | 3 | 0 | -1 | 6 | 1 | 3 | 4 | 5 | 8
O=C1/C(=C/c2ccc([N+](=O)[O-])cc2)CCc2ccccc21 | 4 | . | 0 | -1 | 9 | 8 | 17 | . | 29
Nc1nnc(CCc2ccccc2)s1 | 0 | 2 | -1 | -5 | -9 | 6 | 0 | 10 | -3

Following part
SMILES | LYPLA1 counter | PAFAH1B2 inh | PAD4 inh | PME-1 primary | GSTO1 inh | pPAFAH inh | LYPLA2 inh | PAFAH1B3 FP inh | PREPL inhibitor
CC(C)Nc1nc(NC(C)C)nc(N(C)n2cnnc2)n1 | 1 | 2 | -1 | 3 | -1 | 3 | 0 | 8 | 4
CC(=O)N1CCN(c2ccc(Nc3nc(C)nc4c3oc3ccccc34)cc2)CC1 | 3 | 6 | 0 | 8 | 1 | 40* | 5 | 2 | 10
CCOC(=O)n1cc(C(=O)c2ccccc2O)cn1 | 2 | -3 | 3 | -8 | 11 | 5 | 3 | -1 | 5
COc1ccccc1CNS(=O)(=O)c1ccc2c(c1)N(C(C)=O)CCO2 | -1 | 0 | -4 | 6 | -3 | 2 | 3 | 6 | 6
COc1ccc(/C=N/NC(=O)C(=O)NCc2cccnc2)cc1 | -3 | 0 | -2 | 6 | -2 | -2 | -3 | 2 | 9
CCNc1ccc(S(=O)(=O)N(C)C)cc1NCC(=O)Nc1ccc(F)c(Cl)c1 | -4 | 5 | -4 | 8 | 8 | 8 | -1 | 4 | 7
CCOC(=O)c1c(CN2CCOCC2)n(C)c2cc(Br)c(O)c(CN(C)C)c12 | 1&2 | 1&3 | 0&2 | 4&-3 | 2&-1 | 21&-2 | 2&2 | 4&4 | 3&0
CCn1c(=O)c([N+](=O)[O-])c(NC2CCS(=O)(=O)C2)c2ccccc21 (configuration not stated) | 0 | 7 | 1 | -5 | -6 | 4 | 2 | -2 | -2
COc1ccc(NC(=O)c2c(F)c(F)c(F)c(F)c2F)cc1Cl | -1 | 2 | -5 | -3 | -11 | -1 | 21 | 4 | -5
COc1ccc(N=Nc2[nH]c3ccc(C)cc3c2O)cc1 | 2 | 3 | 1 | -2 | 1 | 4 | 7 | 2 | 14

pPAFAH inh, entries above that show a hit
SMILES	PAFAH1B2 inh	PAD4 inh	PME-1 primary	pPAFAH inh	PAFAH1B3 FP inh	PREPL inhibitor
Cn1cccc1-c1cc(C(=O)N/N=C/c2cc(Br)ccc2O)[nH]n1	8	2	4	30*	8	21
CC(=O)N1CCN(c2ccc(Nc3nc(C)nc4c3oc3ccccc34)cc2)CC1	6	0	8	40*	2	10

Some of the compounds tested, so the mix of outcomes need not match the whole.
